Screening results deposited in PubChem by The Scripps Research Institute Molecular Screening Center.
IDE act – IDE (human) activation, cell-based. activation, % at 5.96 µM. AID 493087. P14735. hit rate 0.073% among 340,000. HEK cells, FAbeta-B cleavage, fluorescence polarization; 0% vehicle, 100% cell-free pure enzyme wells;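 active means activation above the mean of all tested compounds plus 3 SD, set per screening campaign, cut at about 17% in these data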
Target sequence (P14735 whole entry, looked up): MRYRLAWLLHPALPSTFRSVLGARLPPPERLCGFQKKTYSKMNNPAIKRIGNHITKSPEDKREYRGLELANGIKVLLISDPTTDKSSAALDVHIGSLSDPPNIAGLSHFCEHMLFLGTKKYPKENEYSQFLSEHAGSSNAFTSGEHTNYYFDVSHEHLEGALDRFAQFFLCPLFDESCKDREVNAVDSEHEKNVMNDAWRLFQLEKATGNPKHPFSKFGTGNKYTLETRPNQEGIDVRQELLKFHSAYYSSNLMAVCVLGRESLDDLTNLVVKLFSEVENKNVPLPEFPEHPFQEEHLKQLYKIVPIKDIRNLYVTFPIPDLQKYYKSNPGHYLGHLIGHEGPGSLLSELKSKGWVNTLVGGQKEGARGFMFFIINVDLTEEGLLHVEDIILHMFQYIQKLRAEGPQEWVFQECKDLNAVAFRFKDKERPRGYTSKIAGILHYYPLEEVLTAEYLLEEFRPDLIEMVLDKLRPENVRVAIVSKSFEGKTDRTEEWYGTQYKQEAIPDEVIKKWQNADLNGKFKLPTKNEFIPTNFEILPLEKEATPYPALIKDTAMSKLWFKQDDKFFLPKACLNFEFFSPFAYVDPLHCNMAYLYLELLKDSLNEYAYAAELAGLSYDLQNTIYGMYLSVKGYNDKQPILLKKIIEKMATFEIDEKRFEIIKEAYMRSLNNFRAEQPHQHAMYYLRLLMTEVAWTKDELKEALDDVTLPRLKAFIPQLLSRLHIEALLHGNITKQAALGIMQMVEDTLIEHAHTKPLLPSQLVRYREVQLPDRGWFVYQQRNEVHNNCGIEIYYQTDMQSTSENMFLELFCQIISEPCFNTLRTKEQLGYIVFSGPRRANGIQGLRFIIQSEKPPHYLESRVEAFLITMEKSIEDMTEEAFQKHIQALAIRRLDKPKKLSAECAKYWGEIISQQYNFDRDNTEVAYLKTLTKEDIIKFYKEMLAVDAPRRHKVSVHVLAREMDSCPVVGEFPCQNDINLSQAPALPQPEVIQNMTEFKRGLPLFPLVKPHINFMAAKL
Starred values were filed as active, the others as inactive. A portion of the library; count on the stated rates, not on these rows.

#	IDE act	compound
1	4	COc1ccc2[nH]c3c(c2c1)CCN1C(=O)C(CC(=O)NCCCN(C)C)C[C@H](C(=O)N(C(C)C)C(C)C)[C@@]31C (some centres not stated)
2	1	C=C(C)C(O)CC/C(C)=C/Cc1c(O)ccc(C(=O)/C=C/c2ccc(O)cc2)c1O (configuration not stated)
3	5	NC(=Nc1ccccc1)N(c1ccccc1)c1ccccc1
4	8	CCCCCCSc1cc(-c2nc3cnccn3c2NCc2ccccc2)ccc1OC
5	-2	Cc1ccc(NC(=O)C2CCCCC2)cc1C
6	3	O=C(/C=C/c1ccccc1)COC(=O)c1ccccc1
7	5	Nc1c(N(CCC2=CCCCC2)C(=O)COc2ccc(F)cc2Cl)c(=O)[nH]c(=O)n1Cc1ccccc1
8	9	COc1cccc(CN(C)C(=O)c2ccc(Cl)c(S(=O)(=O)N3CCCCCC3)c2)c1OC

Further compounds:
#	IDE act	compound
9	3	CC(C)c1cc(NCCN2CCOCC2)n2c(nc3ccccc32)c1C#N
10	4	COc1cc(CC(=O)OCC(=O)NC(C)c2ccccc2)cc(OC)c1OC (configuration not stated)
11	0	O=C(COc1ccc(Br)cc1)NNC(=O)c1ccc(-n2cncn2)c([N+](=O)[O-])c1
12	-5	Cc1cc(C)c(S(=O)(=O)N2CCN(C(=O)c3c(C)nn(-c4ccccc4)c3Cl)CC2)c(C)c1
13	-4	CCOc1ncccc1C(=O)OCC(=O)Nc1ccc(Cl)cn1
14	-2	COc1ccc2c(c1)CCCC21NC(=O)N(CC(=O)N2CC(C)OC(C)C2)C1=O (configuration not stated)
15	-3	Cc1ccc(C(=O)OCC(=O)c2ccc(CC(=O)N3CCOCC3)s2)c(C)c1
16	0	CC(=O)Nc1ccc2c(c1)-c1ccc(F)cc1C2

Gathered by group, the entries above containing four or more nitrogen atoms (6)
#	IDE act	compound
1	4	COc1ccc2[nH]c3c(c2c1)CCN1C(=O)C(CC(=O)NCCCN(C)C)C[C@H](C(=O)N(C(C)C)C(C)C)[C@@]31C (some centres not stated)
4	8	CCCCCCSc1cc(-c2nc3cnccn3c2NCc2ccccc2)ccc1OC
7	5	Nc1c(N(CCC2=CCCCC2)C(=O)COc2ccc(F)cc2Cl)c(=O)[nH]c(=O)n1Cc1ccccc1
9	3	CC(C)c1cc(NCCN2CCOCC2)n2c(nc3ccccc32)c1C#N
11	0	O=C(COc1ccc(Br)cc1)NNC(=O)c1ccc(-n2cncn2)c([N+](=O)[O-])c1
12	-5	Cc1cc(C)c(S(=O)(=O)N2CCN(C(=O)c3c(C)nn(-c4ccccc4)c3Cl)CC2)c(C)c1

Following part:
#	IDE act	compound
17	0	CN1C(=O)N(CC(=O)NCc2ccc(Cl)cc2Cl)C(=O)C12CCCCC2
18	-3	CN(C)CCn1c2c(c(SCC(=O)Nc3nccs3)nc1=O)CCCC2
19	3	Cc1ccccc1N=C(N)Nc1ccccc1C
20	4	CCOc1ccc(Oc2ccc(C(F)(F)F)cc2NC(=O)C2=COCCO2)cc1
21	6	Cc1ccc(C)c(NC(=O)CC2Sc3ccccc3NC2=O)c1 (configuration not stated)
22	5	CSCCC(NC(=O)c1ccccc1Cl)C(=O)Nc1cccc(S(=O)(=O)N2CCCC2)c1 (configuration not stated)
23	0	O=C(Nc1ccc(S(=O)(=O)NC2=NCCCCC2)cc1)c1cccc(S(=O)(=O)N2CCOCC2)c1
24	6	CCN1CCN(c2ccc(S(=O)(=O)N3CCCCC3)cc2NC(=O)/C=C/c2ccc([N+](=O)[O-])cc2)CC1

Later entries
#	IDE act	compound
25	4	CCN1CCN(C(c2cccnc2)c2c(NC(=O)c3ccco3)sc(C)c2C)CC1 (configuration not stated)
26	6	N#Cc1cc2nc(O)c(O)nc2cc1[N+](=O)[O-]
27	4	CCOc1cc(C(=O)NCc2ccc(F)cc2)ccc1OCC(=O)N1CCCCC1
28	-2	O=C(NCc1ccccc1C(F)(F)F)c1cccc2c1C(=O)c1ccc(N3CCCCC3)cc1S2(=O)=O
29	7	CCn1ncc(C(=O)Nc2ccc([N+](=O)[O-])cc2OC)c1C
30	2	Cc1cc(C(=O)NNC(=O)c2cccs2)c(C)o1
31	3	Nc1nc(N)nc(-c2cc(O)ccc2O)n1
32	1	COc1cccc(C(=O)NCC2CCCN2S(=O)(=O)c2ccccc2)c1 (configuration not stated)

Exported with each value named: four of the compounds above.
[29] CCn1ncc(C(=O)Nc2ccc([N+](=O)[O-])cc2OC)c1C
  IDE act: 7
[30] Cc1cc(C(=O)NNC(=O)c2cccs2)c(C)o1
  IDE act: 2
[31] Nc1nc(N)nc(-c2cc(O)ccc2O)n1
  IDE act: 3
[32] COc1cccc(C(=O)NCC2CCCN2S(=O)(=O)c2ccccc2)c1 (configuration not stated)
  IDE act: 1

Going on with the list:
#	IDE act	compound
33	4	CN1C(=O)N(CC(=O)Nc2cccc(S(=O)(=O)N(C)c3ccccc3)c2)C(=O)C12CCCCC2
34	1	COc1cc(CCC(=O)OCC(=O)N2CC(=O)Nc3ccccc32)cc(OC)c1OC
35	3	COc1ccc(S(=O)(=O)N2CCCCC2)cc1NC(=O)c1cccc(S(=O)(=O)N2CC(C)OC(C)C2)c1 (configuration not stated)
36	1	COc1ccccc1N1CC(C(=O)Nc2ccc(C)c(S(=O)(=O)N3CCOCC3)c2)CC1=O (configuration not stated)
37	9	Cc1nc(SCc2nc3ccc(C(=O)c4ccccc4)cc3[nH]2)c2oc3ccccc3c2n1
38	2	CC(C)=CCC/C(C)=C/CNC(=O)C[C@H]1C[C@H](C(=O)N2CCOCC2)[C@@]2(C)c3[nH]c4cc(CCC(=O)N(C)C)ccc4c3CCN2C1=O
39	2	C[C@@H]1[C@H]2[C@@H](O[C@@H]3O[C@H](CO)[C@@H](O)[C@H](O)[C@H]3O)OC=C(C(=O)O)[C@H]2C[C@@H]1O
40	-2	COc1ccccc1NS(=O)(=O)c1ccc(C(=O)N2CCN(c3ccccn3)CC2)cc1

(cont.)
#	IDE act	compound
41	1	CC[C@@]1(C(=O)OC)N[C@H](CN(C)C(=O)Nc2ccccc2)[C@@H]2C(=O)N(Cc3ccccc3)C(=O)[C@@H]21
42	4	CCOc1ccc(NC(=O)CN(C)C(=O)CN2C(=O)C3CCCCC3C2=O)cc1OCC (configuration not stated)
43	-2	CC(=O)N1CCN(S(=O)(=O)c2cccc(C(=O)NCCC3=CCCCC3)c2)CC1
44	-2	CC(C)[C@H](NC(=O)c1ccccc1F)C(=O)NC1CCCCCCC1
45	-25	O=C(Cc1cccc(NC(=O)C2CCN(C(=O)CCc3ccccc3)CC2)c1)Nc1cccc(C(=O)N2CCCCC2)c1
46	1	Cc1cc(CCNC=O)c(C)c2c1sc1ccccc12
47	2	CN=c1sc2c(n1C)C(=O)c1ccccc1C2=O
48	1	Cc1ccc(C(=O)OCC(=O)N(CCc2ccccc2)Cc2ccccc2)cc1S(=O)(=O)N1CCOCC1

(listing goes on)
#	IDE act	compound
49	3	Cc1cnc(C(=O)OCC(=O)N(C)CC(=O)Nc2ccccc2Cl)cn1
50	-7	O=C(NCCc1ccc(F)cc1)c1cccc2c1C(=O)c1ccc(N3CCC(Cc4ccccc4)CC3)cc1S2(=O)=O
51	0	NS(=O)(=O)c1cccc(NC(=O)CCc2ccc(S(=O)(=O)N3CCOCC3)cc2)c1
52	1	Cc1cccn2c(=O)nc(SCC(=O)NC3CCCCC3)nc12
53	2	O=C(Nc1cccc(S(=O)(=O)NC2=NCCC2)c1)c1cc(Cl)ccc1[N+](=O)[O-]
54	9	COc1ccc(-c2c(-c3cc(OC)cc(OC)c3)n(C)c3ccc(-c4ccc5[nH]ccc5c4)cc23)cc1
55	-1	COc1cc(C(=O)OCC(=O)NCC2CCCCC2)ccc1OCC(C)C
56	2	O=C1CCc2cc(S(=O)(=O)Nc3cccc(F)c3)cc3c2N1CC3

Sorted by value in IDE act (low to high): some entries from above
entry | structure | IDE act
52 | Cc1cccn2c(=O)nc(SCC(=O)NC3CCCCC3)nc12 | 1
53 | O=C(Nc1cccc(S(=O)(=O)NC2=NCCC2)c1)c1cc(Cl)ccc1[N+](=O)[O-] | 2
9 | CC(C)c1cc(NCCN2CCOCC2)n2c(nc3ccccc32)c1C#N | 3

Next section
#	IDE act	compound
57	0	Cc1ccc(Cl)cc1N1CCN(C(=O)CNC(=O)c2ccc(Br)o2)CC1
58	1	COC(=O)C1CCN(C(=O)CSc2nnc(-c3ccccc3)o2)CC1
59	-4	COc1cccc(CN(C)CC(=O)Nc2cc(S(=O)(=O)N3CCCC3)ccc2Cl)c1OC
60	0	CN1CCN(c2ccc(NC(=O)c3cc(Cl)c4c(c3)OCCO4)cc2)CC1
61	-3	CCOc1ccc(N(CC(=O)Nc2cccnc2)S(=O)(=O)c2ccc(C)cc2)cc1
62	8	Cc1ccc(NC(=O)CNC(=O)CC23CC4CC(CC(C4)C2)C3)c(O)c1
63	2	O=C(c1ccco1)N1CCN(C(=O)c2cc(=O)[nH]c3ccccc23)CC1
64	-6	CCN(c1ccccc1)S(=O)(=O)c1ccc(OCC(F)(F)F)c(NC(=O)c2ccc(=O)[nH]c2)c1

Other results:
#	IDE act	compound
65	5	COc1ccc(S(=O)(=O)N2CCN(C(=O)c3cc(C4CC4)nn3-c3ccccc3)CC2)cc1OC
66	3	Cc1ccccc1N1C(=O)c2cc(S(N)(=O)=O)c(Cl)cc2NC1C (configuration not stated)
67	2	Cc1c(C(=O)O)sc(S(=O)(=O)N2CCN(C(=O)CC(C)c3ccccc3)CC2)c1C(=O)O (configuration not stated)
68	0	C[C@H](CO)N1C[C@H](C)[C@@H](CN(C)C(=O)NC2CCCCC2)Oc2ccc(NC(=O)c3ccncc3)cc2C1=O
69	5	CN1C[C@@H]2[C@@H]3C(=O)N(C)C(=O)[C@@H]3[C@](C)(C1=O)N2C(=O)c1ccc(C(F)(F)F)cc1
70	5	O=C(NC1CC1)c1ccc(NS(=O)(=O)c2ccc(F)cc2)cc1
71	4	O=C(c1ccccc1NS(=O)(=O)c1ccc([N+](=O)[O-])cc1[N+](=O)[O-])N1O[C@@H]2C=C[C@H]1C2
72	0	C=CCCC(=O)N1C[C@H]2CON(C)[C@H]2C[C@H]1c1cccc(Nc2ccccc2)c1

The list goes on.
#	IDE act	compound
73	4	CN(CC(=O)Nc1ccc(Cl)c(C(F)(F)F)c1)C(=O)COC(=O)C1CC2CCCC(C1)C2=O (configuration not stated)
74	-6	c1ccc(-c2cnnc3ccccc23)cc1
75	7	CN(C(=O)COC(=O)c1ccccc1OCc1ccc(F)cc1)C1CCS(=O)(=O)C1 (configuration not stated)
76	4	CC(=O)N1CCN(S(=O)(=O)c2cccc(C(=O)OCc3cccc(F)c3)c2)CC1
77	4	O=C(c1cccc(S(=O)(=O)N2CCCCC2)c1)N(CCc1ccccc1)Cc1ccccc1
78	3	O=S1(=O)c2ccc(Br)cc2N2CCC[C@H]2CN1Cc1ccccc1
79	5	O=[N+]([O-])c1ccc(Nc2nc(N3CCOCC3)nc(N3CCOCC3)n2)cc1
80	0	CC1CCN(C(=O)CN2C(=O)NC3(CCCc4ccccc43)C2=O)CC1 (configuration not stated)

Next results follow:
#	IDE act	compound
81	1	CC(C)CN(C(=O)COC(=O)CSc1ccccc1F)c1c(N)n(Cc2ccccc2)c(=O)[nH]c1=O
82	0	COc1ccc(/C=C/C(=O)OCC(=O)N2CCN(S(=O)(=O)c3ccc(C)cc3C)CC2)cc1OC
83	4	CCCCN(C(=O)c1ccc(S(=O)(=O)N(C)c2ccccc2)cc1)c1c(N)n(CCC)c(=O)[nH]c1=O
84	-1	Cc1c(C(=O)NCc2ccco2)oc2c(Cl)cccc12
85	1	CCOC(=O)C1=CCC2c3c(c4ccccc4n3C)C(=O)C1N2C(=O)OC(C)(C)C (configuration not stated)
86	-5	O=C(COC(=O)CNC(=O)c1ccccc1)Nc1ccc(Cl)cn1
87	3	Cc1sc2ncnc(N3CCC(C(=O)Nc4ccc(F)cc4Cl)CC3)c2c1C
88	4	Cc1ccc(S(=O)(=O)CCC(=O)OCC(=O)c2ccc(F)cc2)cc1

(continued)
#	IDE act	compound
89	5	CC(=O)Nc1cccc(C(=O)OCC(=O)Nc2c(C)nn(-c3ccccc3)c2C)c1
90	1	CN(CC(=O)Nc1ccc(N2CCOCC2)cc1)C(=O)CCCOc1ccc(Cl)cc1Cl
91	4	CC(=O)C1(C)C(=O)N(c2ccc(F)cc2)C(=O)N1c1ccc(F)cc1 (configuration not stated)
92	1	O=C(/C=C/c1ccc([N+](=O)[O-])cc1)c1ccccc(=O)c1O
93	3	COc1ccc(S(=O)(=O)N2CCN(C)CC2c2ccccc2)cc1 (configuration not stated)
94	4	COc1ccccc1N(CC(=O)Nc1c(C)n(C)n(-c2ccccc2)c1=O)S(=O)(=O)c1ccccc1
95	4	CCN(CC(=O)Nc1ccccc1C(F)(F)F)C(=O)Cc1ccc2c(c1)CCC2
96	-2	CN(CC(=O)Nc1cccc(F)c1)C(=O)c1cc(-c2ccccc2)nc2ccccc12

Next part:
#	IDE act	compound
97	6	CC1CCCC(NC(=O)/C=C/c2c(F)cccc2Cl)C1C (configuration not stated)
98	2	O=S1(=O)c2ccccc2C(O)(c2ccccc2)c2ccccc21
99	4	CCCCNC(=O)[C@]1(C)CCC[C@@]2(C)C3CC[C@@]4(C)C[C@]3(CCC21)CC4=O (some centres not stated)
100	3	CCC1(c2ccccc2)NC(=O)N(CC(=O)Nc2cccnc2Cl)C1=O (configuration not stated)
101	-5	Cc1cccc(C(=O)OCC(=O)c2c(N)n(CC(C)C)c(=O)n(C)c2=O)c1O
102	3	O=[N+]([O-])c1ccc(O)c(CNCc2ccccc2)c1
103	2	CCN1CCN(c2ccc(S(=O)(=O)N3CCOCC3)cc2NC(=O)c2sccc2C)CC1
104	1	COC(=O)[C@]1(C)N[C@H](CN(C)C(=O)Nc2ccc(Cl)cc2)[C@@H]2C(=O)N(Cc3ccccc3)C(=O)[C@@H]21

Carrying on:
#	IDE act	compound
105	4	O=C(COc1cccc(Br)c1)Nc1ccc(N2CCOCC2)cc1N1CCOCC1
106	5	COc1ccc(CNC(=O)COC(=O)c2cccn2C)cc1
107	2	CN(Cc1nc2ccccc2c(=O)[nH]1)C(=O)c1cccc(S(=O)(=O)N2CCCC2)c1
108	0	COc1ccc(C2(c3ccc(OC)cc3)NC(=O)N(CC(=O)NC3CCS(=O)(=O)C3)C2=O)cc1 (configuration not stated)
109	7	COc1ccc(NC(=O)CN(C)C(=O)c2ccc3[nH]c4c(c3c2)CC(C)CC4)cc1 (configuration not stated)
110	1	COc1cc(C(=O)NCC(c2ccc(F)cc2)N2CCOCC2)ccc1OCc1ccccc1Cl (configuration not stated)
